# Menin MLL FP TR – qHTS Assay for Inhibitors Targeting the Menin-MLL Interaction in MLL Related Leukemias: Competition With Texas Red Labeled MLL-derived Mutant Peptide; Potency, µM (series often up to 61.6 µM), without a hit: top-dose FP activity change, negative = inhibition, hits mostly inhibitors; AID 1768, 2009; hit rate 0.23% among 270,000; Menin + Texas Red MLL mutant peptide, fluorescence polarization; active = well fitted inhibition curve with a large enough effect in the polarisation, with a control signal flat, not every such curve was filed as active; inconclusive = small, poorly fitted or top-dose-only effect, or effect the other way, or a change in a side signal; inactive = no such curve, though single readings can be large or run the other way; the % refers to the polarisation; also: potency is read from the fitted curve at half-maximal effect; % of control where 0% means no effect; many of its hits are not listed in these tables
# Target sequence (O00255 whole entry, looked up): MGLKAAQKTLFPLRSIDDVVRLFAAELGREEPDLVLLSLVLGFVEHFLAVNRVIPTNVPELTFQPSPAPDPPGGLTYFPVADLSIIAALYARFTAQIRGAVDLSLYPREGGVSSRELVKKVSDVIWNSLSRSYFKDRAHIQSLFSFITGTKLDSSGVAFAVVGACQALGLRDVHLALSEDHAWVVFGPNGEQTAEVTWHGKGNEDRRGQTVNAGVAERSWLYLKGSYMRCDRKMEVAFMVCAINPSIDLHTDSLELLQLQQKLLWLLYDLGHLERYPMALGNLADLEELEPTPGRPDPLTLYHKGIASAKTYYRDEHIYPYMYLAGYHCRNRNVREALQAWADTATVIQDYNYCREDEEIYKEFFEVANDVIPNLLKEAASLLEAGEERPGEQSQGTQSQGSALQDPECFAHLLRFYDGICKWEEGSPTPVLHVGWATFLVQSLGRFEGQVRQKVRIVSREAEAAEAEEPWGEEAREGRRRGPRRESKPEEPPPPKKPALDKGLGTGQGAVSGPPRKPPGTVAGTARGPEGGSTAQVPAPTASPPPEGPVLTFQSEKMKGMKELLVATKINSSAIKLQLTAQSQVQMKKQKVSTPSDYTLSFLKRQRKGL
# Giardia killer – Small Molecules that selectively kill Giardia lamblia: qHTS; Giardia lamblia trophozoite viability; activity change, % at 7.66 µM, hits read low; hit rate 0.15% among 340,000; AID 540267, 2011; in the data active = activity change below about -80%; inconclusive = between about -30% and that limit;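 also: parasites exposed to compound for two days anaerobically before the ATP read; % is scaled to controls: 0 for no effect and ±100 for the full control effect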
#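 Trophozoite viability was measured as ATP-dependent luminescence, read 15-30 min after reagent addition. Before that, parasites at 100 cells/well were exposed to compounds for 48 h, anaerobically, at 37 deg C.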
# RORg inh – qHTS for inhibitors of ROR gamma transcriptional activity. Nuclear receptor ROR-gamma (Mus musculus), P51450. Drosophila S2 Gal4-RORgamma UAS-luciferase reporter, 20 h. Potency, µM (series often up to 53.6 µM), without a hit: at the top dose activity change, negative = inhibition, hits mostly inhibitors. hit rate 5.4% among 310,000. AID 2551, 2010; also: potency is read from the fitted curve at half-maximal effect; % is scaled to controls: 0 for no effect and ±100 for the full control effect; nearly all actives have a fitted effect of over 60% in size
# Target sequence (P51450 whole entry, looked up, the tested form may be a part): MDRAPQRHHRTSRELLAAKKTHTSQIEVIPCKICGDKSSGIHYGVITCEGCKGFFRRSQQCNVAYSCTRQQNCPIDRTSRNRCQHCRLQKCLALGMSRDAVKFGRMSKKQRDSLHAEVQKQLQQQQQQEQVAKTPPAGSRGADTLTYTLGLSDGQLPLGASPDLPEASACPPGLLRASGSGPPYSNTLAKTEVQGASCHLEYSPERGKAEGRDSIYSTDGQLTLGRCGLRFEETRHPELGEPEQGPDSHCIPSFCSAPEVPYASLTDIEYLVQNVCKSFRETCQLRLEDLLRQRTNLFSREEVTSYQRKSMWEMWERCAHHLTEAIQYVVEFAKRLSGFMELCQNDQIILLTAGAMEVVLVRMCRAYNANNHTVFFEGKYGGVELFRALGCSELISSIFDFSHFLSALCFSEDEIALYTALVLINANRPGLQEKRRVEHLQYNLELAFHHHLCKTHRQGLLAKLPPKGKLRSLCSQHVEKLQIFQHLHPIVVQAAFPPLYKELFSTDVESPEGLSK
#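 Compounds are pin-transferred onto Drosophila Schneider cells expressing a copper-inducible Gal4–ROR gamma transactivation domain fusion. After 1 hr, copper sulfate is added to 700 uM final; luciferase is read 20 hr later.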
# ELG1 genotox – qHTS screen for small molecules that induce genotoxicity in human embryonic kidney (HEK293T) cells expressing luciferase-tagged ELG1; HEK293T ELG1-luciferase reporter, luminescence, 16 h; Potency, µM (doses to about 46 µM), for the others: top-dose activity change, positive = activation, most hits filed as activators; hit rate 1.3% among 330,000; AID 504466, 2011; also: potency is read from the fitted curve at half-maximal effect; % of control where 0% means no effect; nearly all actives have a fitted effect of over 60% in size
#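 Step 1: seed 2,000 HEK293T ELG1-luciferase cells per well. Step 2: add compound or DMSO, incubate 16 hr at 37 °C. Step 3: ONE-Glo, 30 min at room temperature, read luminescence.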
# NPC1 promoter act – qHTS Assay for NPC1 Promoter Activators. Potency, µM (titrated, usually from 9.22 µM), inactives show top-dose activation, usual class: activators. Huh7 NPC1 promoter luciferase reporter, 24 h. hit rate 2.4% among 320,000. AID 485313, 2010;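 also: potency is read from the fitted curve at half-maximal effect; % of control where 0% means no effect; nearly all actives have a fitted effect of over 60% in size; reporter is driven by a mutant NPC1 promoter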
#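 Huh7 reporter cells (NPC1 promoter driving luciferase) are dosed with compound for 24 h at 37 °C, 5% CO2; luciferase detection reagent is then added and luminescence measured after 10 min at ambient temperature.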
# FLuc counter – qHTS profiling assay for firefly luciferase inhibitor/activator using purifed enzyme and Km concentrations of substrates (counterscreen for miR-21 project); Luciferin 4-monooxygenase (Photinus pyralis), P08659; purified FLuc, Km substrates, luminescence inhibition; Potency, µM (doses to about 57.5 µM), for the others: at the top dose activity change, negative = inhibition, actives largely listed as inhibitors; hit rate 6.9% among 360,000; AID 588342, 2011;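 also: potency is read from the fitted curve at half-maximal effect; plate controls were vehicle for no effect and reference inhibitor for full effect; nearly all actives have a fitted effect of over 55% in size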
#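 Purified P. pyralis luciferase (10nM final) with 10uM D-luciferin and 10uM ATP (Km levels) in 50mM Tris acetate pH 7.5, 10mM Mg acetate, 0.01% Tween-20, 0.05% BSA; qHTS 6-point titration, ~60 µM downward; luminescence read.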
# Rab9 promoter act – qHTS Assay for Rab9 Promoter Activators | Huh7 Rab9 promoter-luciferase reporter, luminescence, 24 h | hit rate 2.8% among 320,000 | Potency, µM (titrated, usually from 9.22 µM), for inactives: at the highest dose activation, negative = inhibition, most hits filed as activators; also: potency is read from the fitted curve at half-maximal effect; % of control where 0% means no effect; nearly all actives have a fitted effect of over 60% in size
#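 Using Huh7 cells stably transfected with Rab9 promoter–luciferase, compounds were incubated 24 h at 37 °C, 5% CO2; luciferase luminescence was read 10 min after reagent addition.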
# PKM2 act – qHTS Assay for Activators of Human Muscle isoform 2 Pyruvate Kinase; purified PKM2, Kinase-Glo ATP luminescence, activation; response scale: 0% is enzyme alone, no compound; Potency, µM (doses to about 57.5 µM), for inactives: at the highest dose activation, usual class: activators; hit rate 0.34% among 260,000; AID 1631, 2009; also: potency is read from the fitted curve at half-maximal effect; % is scaled to controls: 0 for no effect and ±100 for the full control effect; nearly all actives have a fitted effect of over 55% in size
#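 hPK-M2, >95% pure; 0.1 mM ADP / 0.5 mM PEP final; imidazole pH7.2 buffer w/ 7 mM MgCl2, 50 mM KCl; 1 h RT; Kinase-Glo lum. Intermediate enzyme activity for dual inhibitor/activator qHTS.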
# BRCA1 expr up – qHTS Assay to Identify Small Molecule Activators of BRCA1 Expression; MCF7-BRCA1-FFLuc reporter, luminescence, 48 h; response scale: scaled: vehicle 0%, 10 µM genistein 100%; Potency, µM (top dose mostly 46.1 µM), for the others: at the highest dose activation, usual class: activators; hit rate 1.1% among 380,000; AID 624202, 2012; also: potency is read from the fitted curve at half-maximal effect; nearly all actives have a fitted effect of over 80% in size; some results filed as inactive show a strong effect at the top dose
#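 Cells: MCF7-BRCA1-FFLuc, 2000/well. Exposure: 48 h, 37 °C, 5% CO2. Read: luminescence, 15 min post-substrate. Controls: genistein 10 microM (maximal activation), DMSO (neutral).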
# p53 reactivation – qHTS assay for re-activators of p53 using a Luc reporter; H1299 p53-A138V BP100-luciferase reporter, luminescence, 24 h; hit rate 0.063% among 320,000; Potency, µM (titrated, usually from 92.2 µM), for inactives: at the top dose activity change, positive = activation, most hits filed as activators; AID 504706, 2011; also: potency is read from the fitted curve at half-maximal effect; % of control where 0% means no effect; nearly all actives have a fitted effect of over 45% in size
#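 H1299 (p53-null), stable ts p53-A138V + BP100-Luc; 1000 cells/well, Opti-MEM/10% FBS; cpd 4 pt, 1:5; 24 h, 37 deg C, 5% CO2; detection reagent 10 min RT; luminescence.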
# VP16 counter – VP16 counterscreen qHTS for inhibitors of ROR gamma transcriptional activity. hit rate 3.5% among 310,000. Potency, µM (titrated, usually from 53.6 µM), without a hit: at the highest dose activity, negative = inhibition, hits mostly inhibitors. Drosophila S2 Gal4-VP16 UAS-luciferase, luminescence, 20 h;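 also: Gal4-VP16 expression switched on by copper sulfate through the metallothionein promoter; potency is read from the fitted curve at half-maximal effect; % is scaled to controls: 0 for no effect and ±100 for the full control effect; nearly all actives have a fitted effect of over 50% in size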
# Active calls of the source: *; ? = inconclusive; · = not tested or not shown; & = joins results of further samples; [ ] = another dose, or the depositor's remark. Unless noted, calls follow the shape of the dose curve; as a rule, active = well fitted curve in the direction sought with a large enough effect; inconclusive = small, poorly fitted or top-dose-only effect, or another doubt; inactive = no such curve, though single readings can be large; an effect the other way counts as inactive or inconclusive. An excerpt; the hit share may differ from the screen's.
canonical_smiles	Menin MLL FP TR	Giardia killer	RORg inh	ELG1 genotox	NPC1 promoter act	FLuc counter	Rab9 promoter act	PKM2 act	BRCA1 expr up	p53 reactivation	VP16 counter
C=CCn1c(SCc2cccnc2)nnc1-c1ccncc1	-3.6%	-9.7	-11.8%	-2.9%	0.4%	3.6%	1.2%	-0.3%	0.5%	-0.8%	-3.6%
O=C1C2C3C=CC(C4CC34)C2C(=O)N1/N=C/c1ccc([N+](=O)[O-])s1 (stereo not drawn)	-0.2%	-9.1	37.9%	8.9%	?	-20.2%	?	0.0%	62.1%	?	7.0%
COC(=O)c1cc(C(=O)NC(C)(C)CC(C)(C)C)cc([N+](=O)[O-])c1	-12.6%	-1.6	-1.9%	-3.4%	0.5%	-2.2%	-7.3%	9.4%	-9.5%	18.0%	-0.3%
N=c1oc2ccccc2cc1C(=O)Nc1ccccc1	-4.9%	19.7	?	0.82µM*	0.501µM*	0.757µM*	1.26µM*	-6.7%	?	·	?
O=C(Nc1ccc(Br)cc1F)c1ccc2c(c1)OCCO2	-4.3%	?	7.94µM*	?	0.282µM*	0.536µM*	0.126µM*	-8.9%	13.3%	?	?
C[C@@H](CSc1ccccc1)CN1CC[C@H](C(C)(C)C)CCC1=O	-21.7%	16.9	-1.7%	-0.7%	-4.6%	0.5%	-1.5%	0.3%	-6.3%	13.3%	-9.3%
O=C(O)C/C(=C\c1cc(Cl)c2c(c1)OCO2)c1nc2ccccc2s1	·	20.8	7.6%	6.7%	-0.8%	-9.7%	0.1%	·	-20.9%	5.4%	-0.3%
C[C@@H]1O[C@@H](OC[C@H]2O[C@@H](Oc3c(-c4ccc(O)c(O)c4)oc4cc(O)cc(O)c4c3=O)[C@H](O)[C@@H](O)[C@@H]2O)[C@H](O)[C@H](O)[C@H]1O	-7.4%&11.2%	-5.7	0.1%[10 µM]	·	-0.6%	-5.8%	-1.4%	6.3%	8.1%	·	7.8%&0.6%
CN1CCN(c2nc(-c3ccccc3O)nc3ccccc23)CC1	?	-4.4	8.91µM*	-3.0%	-3.3%	0.0%	-6.1%	·	-20.2%	-10.6%	-14.3%
O=C(COC(=O)CNC(=O)c1cccc(F)c1)NCCC1=CCCCC1	-1.0%	-0.1	-3.2%	1.6%	0.6%	2.9%	-2.9%	-0.7%	6.3%	-18.3%	-0.3%
CNC(=S)N1N=C2c3ccccc3CCC2C1c1ccccc1Cl (stereo not drawn)	·	-0.5	?	-2.6%	-6.3%	-3.9%	-5.6%	1.0%	-26.7%	2.3%	-8.9%
O=C(O)/C=C/C(=O)Nc1ccc(-c2ccccc2)cc1	11.6%	-19.2	-20.3%&-30.3%	13.8%&12.9%	15.7%&14.0%	6.75µM*	28.1%&22.3%	-3.1%&-21.4%	?	5.1%&1.9%	-0.4%&-17.6%
CC1CCCCC1NC(=O)C1CCC(CNc2c(N3CCCCC3)c(=O)c2=O)CC1 (stereo not drawn)	·	99.9[activator]	0.3%	1.0%	-3.5%	3.2%	-0.1%	-1.0%	0.0%	-0.7%	0.5%
CC(=O)c1c(C)[nH]c(C(=O)N2CCN(c3cc(Cl)ccc3C)CC2)c1C	-9.6%	-14.9	5.3%	-17.2%	-22.8%	5.7%	-15.3%	13.6%	-78.4%	-0.7%	-2.9%
Cn1c(C(O)c2ccc(Cl)cc2)nc(Cl)c1Cl (stereo not drawn)	-0.8%	-7.5	13.4%	-2.1%	-1.2%	-1.4%	-0.7%	-0.1%	-62.1%	-5.5%	0.6%
COc1ccc(CC(=O)NCC2CCCN(Cc3cccc(SC)c3)C2)cc1 (stereo not drawn)	-12.7%	3.8	-12.3%	-0.4%	1.0%	-1.3%	0.1%	2.5%	-19.0%	0.9%	0.1%
Cc1cc(/C=N/Nc2ccc([N+](=O)[O-])cn2)c(C)n1-c1ccccc1	?	-4.7	23.3%	?	?	?	3.55µM*	1.3%	10µM*	14.4%	?
Nc1c(C(=O)OCC(=O)Nc2ccc(OC(F)F)cc2)[nH]c(=O)[nH]c1=O	·	-5.1	·	4.2%	0.8%	-1.5%	0.1%	·	3.8%	2.8%	·
COc1cc2c(C(=O)NCCN(C)C)cn(CC(C)C)c(=O)c2cc1OC	·	-4.6	3.9%	2.7%	-4.8%	-2.1%	-0.3%	-1.6%	36.5%	-3.9%	-5.4%
N/C(=N\OC(=O)C1CCCCC1)c1cccnc1	-25.0%	-6.3	7.5%	3.1%	7.1%	19µM*	5.8%	-1.4%	59.3%	8.8%	19.8%
O=C(c1ccccc1)N1CCSC1=S	29.4%	3.2	-16.4%	-2.2%	-3.3%	2.0%	-1.3%	2.7%	-1.5%	-1.3%	-4.7%
Cc1ccc(/C=C(\C#N)C(=O)NC(C)C)o1	0.8%	40.4[activator]	15.4%	-2.6%	-1.3%	-1.4%	5.3%	-0.8%	31.5%	-2.4%	8.9%
Cn1c(CN2CCOCC2)nnc1SCC(=O)Nc1cccc(C(F)(F)F)c1	-1.5%	-9.1	-5.7%	-10.3%	-4.3%	-1.3%	-4.9%	6.4%	17.7%	2.4%	-6.0%
Cc1ccc(OCCNS(=O)(=O)c2ccc(N3CCCC3=O)cc2)cc1C	-5.5%	29.2	-44.5%	-5.1%	-3.6%	-4.5%	-2.2%	-3.5%	-49.1%	-5.7%	12.6µM*
O=S(=O)(c1cccc2nonc12)N1CCN(c2cccc(Cl)c2)CC1	?	10.1	13.8%	-5.6%	0.8%	-0.1%	-0.5%	1.8%	-7.1%	-1.1%	-7.7%
CCOC(=O)C1CCCN(S(=O)(=O)c2cn(C)c(=O)n(C)c2=O)C1 (stereo not drawn)	0.7%	29.9	-5.0%	-3.2%	1.0%	1.1%	1.9%	-1.9%	4.2%	2.6%	-3.2%
Cc1c(=O)n(OCc2ccccc2F)c2ccccc2[n+]1[O-]	-17.9%	-3.4	17.8%	0.9%	0.2%	3.4%	0.9%	3.4%	-61.2%	-5.9%	5.8%
COc1ccc(Nc2nc(Cl)c(C=O)s2)cc1	?	·	22.1%	-6.9%	-1.7%	?	-1.7%	0.5%	·	0.1%	22.2%
O=C(CSc1nnc(NC(=O)c2cccc(Cl)c2)s1)NCC1CCCO1 (stereo not drawn)	·	-27.7	-11.0%	?	19.9%	6.75µM*	23.4%	-2.8%	47.3%	10.3%	-11.2%
O=C(Cc1sc(-c2ccccc2Cl)nc1-c1ccccc1)Nc1ccccc1	?	-4.9	-34.3%	?	1.9%	4.9%	-8.0%	1.3%	-29.2%	-1.0%	-19.4%
CN1CCN(S(=O)(=O)c2ccc(NC(=O)C3CCCCC3)cc2)CC1	27.1%	-2.7	11.9%	·	·	-0.8%	·	-5.5%	5.1%	·	8.0%
C[C@H](NC(=O)c1ccco1)C(=O)Nc1ccc(S(=O)(=O)N2CCCC2)cc1	-1.9%	-25.2	5.9%	-0.5%	-2.3%	0.6%	-2.1%	-0.6%	0.0%	-2.1%	-4.2%
Cc1ccc2c(c1)C=CC(C#N)N2C(=O)c1ccccc1 (stereo not drawn)	-11.7%	-1.3	-10.5%	8.9%	-17.1%	-6.6%	-17.8%	3.5%	-53.1%	-5.2%	-9.5%
O=C(O)c1ccc2c(c1)ncn2C1CCCCC1	7.2%	-11.8	-4.4%	-0.2%	-1.2%	-11.6%	-5.1%	-22.3%	5.5%	7.0%	-5.3%
O=C(Cc1ccccc1)NN1C(=O)C2C3C=CC(C3)C2C1=O (stereo not drawn)	12.6%	-14.8	6.5%	-0.6%	-2.9%	-2.6%	-6.5%	0.4%	-9.3%	-3.8%	-9.0%
Cc1ccc(S(=O)(=O)Cn2nnnc2CN2CCOCC2)cc1	2.8%	1.1	17.4%	-2.1%	6.6%	1.1%	11.5%	2.5%	-7.7%	-1.5%	-2.1%
N#C/C(=C\c1ccc(Sc2ccc(Cl)cc2)o1)c1nc2ccccc2[nH]1	?	3.2	?	-6.1%	5.9%	-10.4%	21.0%	-2.7%	-78.2%[inhibitor]	1.6%	?

# Screens (PubChem)
